Screens (PubChem BioAssay)
TAAR1 agonist: human TAAR1 agonists, primary screen, Fluo-8 calcium fluorescence, CHO RD-HGA16 cells | activation, % at 3 µM | 360,000 compounds, 0.99% hits | Trace amine-associated receptor 1 (Homo sapiens), Q96RJ0 | vehicle wells 0%, saturating PEA agonist 100% | AID 624467, 2012;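 active = activation above the mean activation of all test compounds in the run plus 3 SD, cut at about 38% in these data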
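Test system: RD-HGA16 (CHO) cells co-expressing Gα16 and hTAAR1 / Benchmarks: DMSO vehicle as 0%, PEA at EC100 as 100% / Repeats: no replicates (n 1) / Measure: % activation from peak over basal fluorescence ratio, DMSO-to-PEA scaled / Timing: 17-24 h plating, Fluo-8 75 min 37 °C, 30 min RT / Technique: kinetic Fluo-8 calcium fluorescence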
CHRM5 antagonist: human M5 muscarinic receptor antagonists, primary screen, CHO cells, Fluo-8 calcium fluorescence; CHO-hM5 cells, ACh EC80; inhibition, % at 3 µM; 360,000 compounds, 0.59% hits;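 active = inhibition above a per-plate cutoff, the mean of that plate's test compounds plus 3 SD, cut at about 27% in these data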;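 also: 0% = acetylcholine EC80 with DMSO and 100% = DMSO without agonist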
Target sequence (P08912 whole entry, looked up): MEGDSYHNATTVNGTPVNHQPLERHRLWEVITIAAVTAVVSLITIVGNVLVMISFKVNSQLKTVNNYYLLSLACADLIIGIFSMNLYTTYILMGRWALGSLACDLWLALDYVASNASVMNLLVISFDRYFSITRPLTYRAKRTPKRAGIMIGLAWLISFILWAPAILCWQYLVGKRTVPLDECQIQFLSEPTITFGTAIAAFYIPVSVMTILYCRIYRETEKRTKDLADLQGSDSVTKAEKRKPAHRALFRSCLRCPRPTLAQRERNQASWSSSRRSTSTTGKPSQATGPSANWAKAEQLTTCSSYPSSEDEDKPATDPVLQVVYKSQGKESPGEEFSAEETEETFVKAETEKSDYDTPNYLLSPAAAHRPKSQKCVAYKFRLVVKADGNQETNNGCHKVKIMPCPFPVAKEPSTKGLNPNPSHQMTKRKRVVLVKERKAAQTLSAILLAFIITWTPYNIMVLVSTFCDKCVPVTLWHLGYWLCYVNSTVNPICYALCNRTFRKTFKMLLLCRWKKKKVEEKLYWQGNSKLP
CHRM1 PAM: human M1 muscarinic receptor positive allosteric modulators, primary screen, CHO-K1 cells, Fluo-8 calcium fluorescence, 1536-well; Muscarinic acetylcholine receptor M1 (Homo sapiens), P11229; CHO-K1 hM1, ACh EC20; 0% = ACh EC20, 100% = maximal ACh; activation, % at 3 µM; 360,000 compounds, 0.088% hits; AID 588819, 2011; in the data active = activation above about 19%, passing the limit was not always enough
Target sequence (P11229 whole entry, looked up): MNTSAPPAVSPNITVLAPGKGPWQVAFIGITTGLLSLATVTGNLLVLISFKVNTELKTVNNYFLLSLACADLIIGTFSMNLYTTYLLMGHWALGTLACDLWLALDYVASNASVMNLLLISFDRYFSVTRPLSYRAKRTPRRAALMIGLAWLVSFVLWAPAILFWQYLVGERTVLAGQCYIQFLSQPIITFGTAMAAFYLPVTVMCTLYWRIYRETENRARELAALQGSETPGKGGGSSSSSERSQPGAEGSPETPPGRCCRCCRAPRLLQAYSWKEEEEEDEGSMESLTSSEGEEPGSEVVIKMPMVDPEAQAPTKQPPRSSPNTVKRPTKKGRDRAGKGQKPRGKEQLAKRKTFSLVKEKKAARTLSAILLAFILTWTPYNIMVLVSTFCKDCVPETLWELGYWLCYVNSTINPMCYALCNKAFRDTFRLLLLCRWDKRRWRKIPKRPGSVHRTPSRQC
CHRM5 agonist: human M5 muscarinic receptor agonists, primary screen, CHO-K1 cells, Fluo-8 calcium fluorescence. Muscarinic acetylcholine receptor M5 (Homo sapiens), P08912. CHO-K1 hM5 cells; 0% DMSO wells, 100% maximal acetylcholine response. activation, % at 3 µM. 360,000 compounds, 0.19% hits. AID 624037, 2012;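 active = activation above the run's mean over test compounds plus 3 SD, cut at about 23% in these data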;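 also: signal is peak over basal fluorescence ratio across the kinetic read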
CHRM4 antagonist: human M4 muscarinic receptor antagonists, primary screen, CHO cells, Fluo-8 calcium fluorescence; Muscarinic acetylcholine receptor M4 (Homo sapiens), P08173; CHO-hM4 cells, ACh EC80; inhibition, % at 3 µM; 360,000 compounds, 0.73% hits; AID 624125, 2012;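 active = inhibition above its plate's cutoff, the mean inhibition of sample wells plus 3 SD, cut at about 27% in these data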;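 also: 0% = acetylcholine EC80 with DMSO and 100% = DMSO without agonist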
CHRM1 antagonist: human M1 muscarinic receptor antagonists, primary screen, CHO-K1 cells, Fluo-8 calcium fluorescence, 1536-well. Muscarinic acetylcholine receptor M1 (Homo sapiens), P11229. CHO-K1 hM1, ACh EC80 antagonist. inhibition, % at 3 µM. 360,000 compounds, 1.3% hits. AID 588852, 2011;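 active = percent inhibition above its own plate's cutoff, namely the mean of that plate's compound wells plus 3 SD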;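 also: peak over basal fluorescence ratio during 140 s after agonist addition; 0% = ACh EC80 plus DMSO and 100% = DMSO alone without agonist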
CHRM5 PAM: human M5 muscarinic receptor positive allosteric modulators, primary screen, CHO-K1 cells, Fluo-8 calcium fluorescence. Muscarinic acetylcholine receptor M5 (Homo sapiens), P08912. CHO-K1 hM5, ACh EC20 PAM; 0% = ACh EC20, 100% = ACh EC100. activation, % at 3 µM. 360,000 compounds, 0.3% hits. AID 624038, 2012;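 active = activation above the run cutoff, the mean activation of all test compounds plus 3 SD, cut at about 18% in these data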
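system = human M5 receptor in CHO-K1 cells | compound = one concentration, 3 µM final (nominal) | schedule = Post-acetylcholine fluorescence recording 140 s | signal = Fluo-8 calcium dye fluorescence, kinetic read | benchmarks = low control EC20 acetylcholine (0%), high control EC100 acetylcholine (100%) | repeats = singlicate, one well per test compound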
CHRM1 agonist: human M1 muscarinic receptor agonists, primary screen, Fluo-8 calcium fluorescence, CHO-K1 cells, HTS | 360,000 compounds, 0.33% hits | AID 588814, 2011 | CHO-K1 hM1, agonist mode; 0% DMSO, 100% acetylcholine EC100 | activation, % at 3 µM | Muscarinic acetylcholine receptor M1 (Homo sapiens), P11229;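 active = activation above the run's mean compound activation plus 3 SD, cut at about 16% in these data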;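 also: peak over basal fluorescence ratio within a 140 s kinetic read after compound addition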
M4 ag: human M4 muscarinic receptor agonists, primary screen, CHO-K1 cells, Fluo-8 calcium fluorescence | CHO-K1 hM4/Gqi5; vehicle 0%, full acetylcholine response 100% | Muscarinic acetylcholine receptor M4 (Homo sapiens), P08173 | 360,000 compounds, 0.14% hits | activation, % at 3 µM;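 active = activation above the run mean over all test wells plus 3 SD, cut at about 32% in these data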;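 also: peak over basal fluorescence ratio per well then scaled between controls; 0% = DMSO wells and 100% = acetylcholine at EC100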
An asterisk follows results filed as active; . = no result given. Only part of the results is shown; rates above refer to the full screens.

TAAR1 agonist	CHRM5 antagonist	CHRM1 PAM	CHRM5 agonist	CHRM4 antagonist	CHRM1 antagonist	CHRM5 PAM	CHRM1 agonist	M4 ag	SMILES
13	-4	14	-2	-14	-18	5	3	1	Cc1ccc(Cn2ncc(C)c2N)o1
6	-2	4	4	8	-2	-7	0	4	O=C(Nc1ccccc1O)c1cccc(NC(=O)c2ccco2)c1
9	23	-4	-1	-2	13	-16	-3	12	CC(C)c1ccccc1OCC(=O)Nc1ccccc1C(=O)N1CCOCC1
7	7	11	-4	-3	-20	2	-2	0	CC(C)Oc1ccc(C2CC(=O)NC2=O)cc1 (stereo unspecified)
5	-9	7	1	-10	-7	-4	1	7	Cc1ccc(C)c(OCc2cc(C(=O)N3C[C@@H](C)O[C@@H](C)C3)no2)c1
0	14	7	-2	5	-12	-6	-1	0	CC(NC(=O)COC(=O)C1CCCCC1)c1ccccc1 (stereo unspecified)
1	-1	2	3	-16	-9	3	-3	3	CCC(=O)c1cn(CC(=O)Nc2ccccc2F)c2ccccc12
3	-2	9	-1	2	-15	1	-4	0	Cc1nnc(NCc2ccncc2)c2ccccc12
-2	0	-4	-1	-3	-2	1	-7	5	Oc1oc(-c2ccccc2)nc1C=Nc1ccccc1
2	-2	9	3	5	-16	14	0	0	Cc1ccc(-c2nc3ncccc3o2)cc1NC(=O)c1ccccc1
0	6	7	2	1	-21	1	-2	0	Cc1cc(C)n(CCCNC(=O)c2ccc(C)c(S(=O)(=O)N3CCOCC3)c2)n1
-1	-2	6	-1	-10	-9	0	-4	2	O=C(CSc1nnc2sc3ccccc3n12)NCc1ccc2c(c1)OCO2
-1	3	12	1	4	-16	0	-5	-1	Cc1ccc2oc(C(=O)N3CCN(CC(=O)NC(C)C)CC3)c(C)c2c1
13	6	3	1	2	2	-4	-4	1	COC(=O)CSc1nc(-c2ccccc2)cc(-c2ccco2)c1C#N
2	2	0	1	10	-5	-6	-3	3	COc1ccc(S(=O)(=O)NCCSC(C)(C)C)cc1Cl
-2	-3	3	-8	-6	-9	-3	-6	-1	Cc1ccc2c(c1)C=CC(C)N2C(=O)c1ccccc1 (stereo unspecified)
1	6	10	-9	1	-11	-3	-2	0	CCCCNC(=S)NNC(=O)c1csc(CC)c1
1	-9	4	-3	-9	-1	-3	-4	1	C/C(=N\NS(=O)(=O)c1ccccc1)c1ccccc1
1	-4	17	1	-3	-12	5	2	1	Cc1cccc(NC(=O)CSCC(=O)N=c2sccn2C)c1
6	14	-25	-9	3	30	-11	-13	3	CNCCCOc1cccc(Oc2ccccc2)c1

Looked up one by one from above:
TAAR1 agonist	CHRM5 antagonist	CHRM1 PAM	CHRM5 agonist	CHRM4 antagonist	CHRM1 antagonist	CHRM5 PAM	CHRM1 agonist	M4 ag	SMILES
1	-9	4	-3	-9	-1	-3	-4	1	C/C(=N\NS(=O)(=O)c1ccccc1)c1ccccc1
-2	-3	3	-8	-6	-9	-3	-6	-1	Cc1ccc2c(c1)C=CC(C)N2C(=O)c1ccccc1 (stereo unspecified)

Just M4 ag and CHRM4 antagonist, for some of the entries so far:
compound	M4 ag	CHRM4 antagonist
Cc1ccc(Cn2ncc(C)c2N)o1	1	-14
CC(NC(=O)COC(=O)C1CCCCC1)c1ccccc1 (stereo unspecified)	0	5
CNCCCOc1cccc(Oc2ccccc2)c1	3	3

Continuation:
TAAR1 agonist	CHRM5 antagonist	CHRM1 PAM	CHRM5 agonist	CHRM4 antagonist	CHRM1 antagonist	CHRM5 PAM	CHRM1 agonist	M4 ag	SMILES
0	-16	0	6	-3	1	10	-5	0	Cc1sc(NC(=O)C2CC(Cl)=CCC2C(=O)O)c(C#N)c1C (stereo unspecified)
.	10	4	-2	-6	-1	-3	-8	-1	Cc1cc(C)nc(N2CCCC(C(=O)NCCc3cccc(F)c3)C2)n1 (stereo unspecified)
13	19	-1	-3	10	1	-7	-2	4	CC(=O)c1cccc(NS(=O)(=O)c2ccc(N/C=C\C(=O)c3ccc(F)cc3)cc2)c1
5	1	-10	0	9	9	-9	-6	6	COc1cc(O)c(CCC(=O)c2cc(OC)c(OC)c(OC)c2)c(OC)c1
1	3	4	1	-10	-6	-3	-1	0	CCOC(=O)C1=C(C)Nc2nnnn2C1c1ccc(OC)c(Br)c1 (stereo unspecified)
6	-12	7	1	-10	-12	6	-3	1	CCOc1ccccc1C1N(c2ccc(F)cc2)C(=O)C2CCCN21 (stereo unspecified)
16	0	8	-2	-1	-19	3	0	0	CCOc1ccccc1C(=O)N1CCN=C1SC
6	-4	13	0	12	-21	2	0	-1	COc1ccccc1Cn1nnc2c(=O)[nH]c(C3CCN(C(=O)c4ccc(F)cc4)CC3)nc21
1	-5	6	1	6	-15	8	-1	1	CC(=O)Nc1ccc(NC(=O)C(C)OC(=O)/C=C/c2cnc3ccccc3n2)cc1 (stereo unspecified)
4	4	7	0	-9	-5	-4	-6	1	CCOC(=O)CC[C@H](NC(=O)Cn1cnc2c(OCc3ccccc3)ncnc21)C(=O)OCC
5	-2	-1	-10	6	2	-15	-3	-1	CCCNC(=O)c1ccc2c(c1)C1C3CCC(C3)C1C(c1ccccc1)N2 (stereo unspecified)
12	9	-7	-5	-3	-3	-5	-1	1	Cc1noc(C)c1CSc1nnc(-c2c[nH]c3ccccc23)n1-c1ccc(Cl)cc1
1	-3	0	-1	-1	4	-2	0	1	Cc1cc2nc(SCCOC(=O)Nc3ccc(Cl)cc3)nc(C)c2cc1C
3	-2	4	0	4	-9	0	-6	0	CCOc1cc(NC(=S)NCc2ccco2)c(OCC)cc1NC(=O)CC(C)C
19	9	9	0	-6	4	-5	11	0	CCCC(CCC(=O)OC)(C(=O)OCC)c1csc(N)n1 (stereo unspecified)
-4	11	0	-5	5	-1	-6	-11	-1	CCCN(CCC)Cc1c(C(=O)N/N=C/C(C)=C\c2ccco2)nnn1-c1nonc1N
4	-4	1	1	-13	-3	-5	2	1	Cn1c(CNC(=O)c2ccc(F)cc2)nc2ccccc21
5	-3	-1	2	-8	7	5	-6	2	Cc1ccc(NC(=O)c2c(C(=O)Nc3ccccc3)sc3nc(C)cc(=O)n23)cc1
5	3	10	3	-13	-7	3	1	0	Cn1c(N)c(C(=O)COc2ccc(Cl)cc2Cl)c(=O)n(C)c1=O
2	0	-2	8	-1	-19	-7	2	6	CCOC(=O)COc1ccc(S(=O)(=O)c2ccc(OCC(=O)OCC)cc2)cc1

Continuation.
TAAR1 agonist	CHRM5 antagonist	CHRM1 PAM	CHRM5 agonist	CHRM4 antagonist	CHRM1 antagonist	CHRM5 PAM	CHRM1 agonist	M4 ag	SMILES
0	4	12	0	-2	-8	3	-4	1	COc1cc(OC)cc(-n2nnnc2SCC(=O)NCCc2ccc(OC)c(OC)c2)c1
0	0	3	-3	0	-8	-2	22*	0	COCCNC(=O)c1ccc(N2CC3CC(C2)c2cccc(=O)n2C3)c(NC(=O)c2ccccc2Br)c1 (stereo unspecified)
3	11	.	-1	7	.	-10	.	2	CCOC(=O)N1CCN(C(=O)C[C@@H]2C[C@@]3(C(=O)OCC)CCC=C3N(Cc3cccc4ccccc34)C2=O)CC1
17	5	4	8	4	0	-4	-7	-2	C/C(=N\O)C(=O)OC1CC(C)CCC1C(C)C (stereo unspecified)
7	-3	3	-2	-5	-25	3	-2	0	CC(C)OC(=O)c1cc(=O)[nH]c2ccccc12
-1	-2	3	-3	1	-6	-4	-4	1	Cc1onc(-c2c(F)cccc2Cl)c1C(=O)NCc1ccco1
3	23	-6	-1	9	5	-10	-13	-1	C[C@H](CO)N1C[C@H](C)[C@@H](CN(C)Cc2ccc3c(c2)OCO3)Oc2ccc(NS(C)(=O)=O)cc2C1=O
2	7	15	1	-10	-16	-8	5	1	COc1ccc(-c2ccc(S(=O)(=O)n3nc(OC(=O)c4cccs4)cc3N)cc2)cc1
2	11	2	5	0	-4	4	-1	0	CCSC(=O)N=Nc1ccc(O)cc1
0	-7	.	0	-8	.	2	.	1	Cc1ccc(S(=O)(=O)N2C[C@@]3(O)Cn4c(=O)ccc(=O)n4C[C@@]3(OC(=O)NCc3ccccc3F)C2)cc1
10	-18	12	2	-13	-7	14	0	2	COC(=O)c1ccc(NC(=S)NN2CCCCC2c2cccnc2)cc1 (stereo unspecified)
-1	-12	1	-5	-4	0	-3	-3	0	Cc1ccc(C(=O)NCCONC(=O)c2ccc(C)cc2)cc1
3	2	1	0	1	1	3	-4	-1	COc1ccc(-c2ccnc3ncnn23)cc1
1	2	14	-4	10	-15	4	-6	3	COc1ccc(C(=O)NC(C)c2ccncc2)cc1S(=O)(=O)N(C)Cc1ccccc1 (stereo unspecified)
1	6	9	2	-3	-18	-2	-1	1	CC(=O)N1C[C@H]2CON(C)[C@H]2C[C@H]1c1ccc(-c2ccccc2)cc1

Reformatted with each value named: part of the list above.
mol: Cc1onc(-c2c(F)cccc2Cl)c1C(=O)NCc1ccco1
  TAAR1 agonist: -1
  CHRM5 antagonist: -2
  CHRM1 PAM: 3
  CHRM5 agonist: -3
  CHRM4 antagonist: 1
  CHRM1 antagonist: -6
  CHRM5 PAM: -4
  CHRM1 agonist: -4
  M4 ag: 1

mol: C[C@H](CO)N1C[C@H](C)[C@@H](CN(C)Cc2ccc3c(c2)OCO3)Oc2ccc(NS(C)(=O)=O)cc2C1=O
  TAAR1 agonist: 3
  CHRM5 antagonist: 23
  CHRM1 PAM: -6
  CHRM5 agonist: -1
  CHRM4 antagonist: 9
  CHRM1 antagonist: 5
  CHRM5 PAM: -10
  CHRM1 agonist: -13
  M4 ag: -1

mol: COc1ccc(-c2ccc(S(=O)(=O)n3nc(OC(=O)c4cccs4)cc3N)cc2)cc1
  TAAR1 agonist: 2
  CHRM5 antagonist: 7
  CHRM1 PAM: 15
  CHRM5 agonist: 1
  CHRM4 antagonist: -10
  CHRM1 antagonist: -16
  CHRM5 PAM: -8
  CHRM1 agonist: 5
  M4 ag: 1

mol: CCSC(=O)N=Nc1ccc(O)cc1
  TAAR1 agonist: 2
  CHRM5 antagonist: 11
  CHRM1 PAM: 2
  CHRM5 agonist: 5
  CHRM4 antagonist: 0
  CHRM1 antagonist: -4
  CHRM5 PAM: 4
  CHRM1 agonist: -1
  M4 ag: 0
